# Arrestin-AP2 inh: inhibitors of beta-arrestin/AP2 binding, primary screen, biochemical, GPCR trafficking, flow cytometry | beta-arrestin 1 C-terminal peptide binding to AP2 beta2-adaptin appendage (human) | FITC-arrestin peptide / GST-AP2 beads; AP2 beta2 appendage carries R879A mutation | inhibition, % at 10 µM | 0.31% of 340,000 active | AID 504490, 2011;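 active = inhibition above a set limit, near 3 SD of compounds lacking own fluorescence, cut at about 54% in these data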;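 also: plate controls were DMSO wells for no effect and 5 µM unlabelled arrestin peptide for full effect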
#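 system = GST-tagged AP2 beta2-adaptin appendage (R879A) on 4 µm glutathione beads | reagent = FITC-labelled arrestin peptide probe, 50 nM final | schedule = compound with beads 12 min RT, then probe 1 h RT | signal = HyperCyt-sampled flow cytometry, FL1 channel, ex 488/em 535 nm | read-out = percent response from loss of bead-bound FITC fluorescence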
# PfHsp90 yeast 2: growth inhibition of PfHsp90-expressing yeast, primary screen, antimalarial PfHsp90 inhibitor project, S. cerevisiae, BacTiter-Glo luminescence, single point, set 2; BacTiter-Glo ATP, 48 h; yeast lacking PDR1 and PDR3 efflux regulators; inhibition, % at 9.4 µM; 0.32% of 310,000 active;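 active = every replicate shows inhibition above about 80%, whatever the replicate mean, limit read from the data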;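 also: 0% = DMSO neutral controls and 100% = 20 µM radicicol positive controls; yeast relying on Plasmodium falciparum Hsp90 in place of its own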
# SUMO Mot1 rescue: yeast Mot1-301 growth rescue at high temperature, primary screen, SUMOylation pathway inhibitor project, S. cerevisiae, ATP luminescence, 38.5C. AID 2716, 2010. 1% of 320,000 active. growth rescue, % at 18.8 µM. S. cerevisiae Mot1-301 growth rescue; percent above DMSO median, 100 means doubled;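 active = every valid replicate shows activation above 250% relative to neutral control wells; inactive = the rest, any valid replicate at or below 250%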;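 also: OY570 slx delta 5 strain wells were the positive control but not used for scaling; some compounds called inactive have numbers as strong as hits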
# PKA-R1A act: activators of PKA-R1A holoenzyme, primary screen, biochemical, fluorescence polarization, Cy5-IP20, bovine R1A, mouse PKAc; cAMP-dependent protein kinase type I-alpha regulatory subunit (Bos taurus) + …; PKA-R1A dissociation; scaled: DMSO 0%, 113 µM cGMP 100%; activation, % at 11.4 µM; 0.083% of 340,000 active; AID 504707, 2011;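 active = percent activation above the mean of all tested compounds plus 3 SD, cut at about 19% in these data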;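 also: higher means more PKAc released from R1A so a rise in polarization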
# AddAB inh: growth inhibition of E. coli expressing H. pylori AddAB, primary screen, AddAB inhibitor project, absorbance; inhibition, % at 11.9 µM; AID 435030, 2010; 0.29% of 330,000 active; in the data active = inhibition above about 12%;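 also: 0% = vehicle wells of infected cells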
# Pemphigus Ab inh: inhibitors of pemphigus antibody binding to DSG3, primary screen, biochemical, bead-based, flow cytometry, scFv-GFP. DSG3-coupled beads, scFv-anti-DSG3-GFP binding; active compounds read low. binding (percent of control), % at 10 µM. 0.48% of 310,000 active;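 active = binding more than 3 SD below its plate's average and above zero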;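 also: hits lower antibody fragment binding to DSG3; some compounds called inactive have numbers as strong as hits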
# Target sequence (P32926 whole entry, looked up, the tested form may be a part): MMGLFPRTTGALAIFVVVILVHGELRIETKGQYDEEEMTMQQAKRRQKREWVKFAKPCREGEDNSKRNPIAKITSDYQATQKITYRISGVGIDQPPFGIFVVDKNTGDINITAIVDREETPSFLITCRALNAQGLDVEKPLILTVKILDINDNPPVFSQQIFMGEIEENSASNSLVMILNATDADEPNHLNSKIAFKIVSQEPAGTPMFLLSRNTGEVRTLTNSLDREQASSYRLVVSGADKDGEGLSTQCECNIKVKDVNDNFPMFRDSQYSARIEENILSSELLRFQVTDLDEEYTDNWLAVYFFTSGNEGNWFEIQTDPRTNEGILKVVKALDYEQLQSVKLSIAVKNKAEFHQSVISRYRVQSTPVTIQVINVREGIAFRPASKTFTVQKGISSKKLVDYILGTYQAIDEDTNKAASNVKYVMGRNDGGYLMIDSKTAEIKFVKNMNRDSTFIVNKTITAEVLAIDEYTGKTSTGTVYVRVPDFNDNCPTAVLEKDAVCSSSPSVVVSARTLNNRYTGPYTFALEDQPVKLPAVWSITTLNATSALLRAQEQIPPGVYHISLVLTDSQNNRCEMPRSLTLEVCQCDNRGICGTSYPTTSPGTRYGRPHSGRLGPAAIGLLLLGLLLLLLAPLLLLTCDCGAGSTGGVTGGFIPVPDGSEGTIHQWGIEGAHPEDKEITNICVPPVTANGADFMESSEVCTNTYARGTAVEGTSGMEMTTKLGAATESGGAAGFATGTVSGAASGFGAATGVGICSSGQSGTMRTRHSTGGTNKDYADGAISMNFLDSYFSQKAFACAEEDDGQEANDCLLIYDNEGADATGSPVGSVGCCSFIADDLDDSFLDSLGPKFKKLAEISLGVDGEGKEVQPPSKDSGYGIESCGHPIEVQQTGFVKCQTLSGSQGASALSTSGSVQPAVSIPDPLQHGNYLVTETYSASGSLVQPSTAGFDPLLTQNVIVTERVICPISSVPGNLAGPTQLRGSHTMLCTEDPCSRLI
# Tat export inh: E. coli Tat export inhibitors, primary screen, MC4100, TorA-mCherry reporter, fluorescence, single point. 0.036% of 340,000 active. inhibition, % at 10 µM;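 active = mean replicate inhibition at least 50% and at least half of replicates individually reaching 50%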;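 also: exported cargo escapes ClpAP degradation while cytoplasmic cargo is degraded and loses fluorescence; 0% = median of neutral control wells and 100% = median of NaSCN control wells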
# MOR-DOR ag: agonists of OPRM1-OPRD1 heterodimerization, primary screen, cell-based, luminescence | Mu-type opioid receptor (Homo sapiens) + Delta-type opioid receptor (Homo sapiens), … | cells | activation, % at 9.3 µM | 0.3% of 340,000 active | AID 504326, 2011; in the data active = activation above about 18%;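 also: 0% = vehicle-treated cells and 100% = reference agonist; values of inactives mirror those of a sister screen read the other way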
# MOR-DOR inv ag: inverse agonists of MOR-DOR heterodimerization, primary screen, cell-based, luminescence | cell-based MOR-DOR heterodimer luminescence, inverse agonism | inhibition, % at 9.3 µM | 0.21% of 340,000 active | AID 504357, 2011; in the data active = inhibition above about 22%, passing the limit was not always enough;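 also: 0% = cells with DMSO and 100% = wells without cells with DMSO; values of inactives mirror those of a sister screen read the other way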
# E coli growth: E. coli V3065 growth inhibition, primary screen, counter-screen for AddAB inhibitor project, absorbance, OD600; 18 h; inhibition, % at 11.9 µM; 0.27% of 330,000 active;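 active = inhibition above the campaign's mean inhibition across all tested compounds plus 3 SD, cut at about 9.9% in these data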;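 also: uninfected addAB+ strain grown without phage in ampicillin broth; 0% = DMSO wells and 100% = ciprofloxacin 0.95 µg/ml wells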
# phage Ecoli inh: growth loss of phage-infected E. coli, primary screen, RecBCD inhibitor project, absorbance, with phage, HTS | inhibition, % at 11.9 µM | 0.26% of 360,000 active | AID 651602, 2012; in the data active = inhibition above about 11%
# * hit, by the source's call; . = no result given.
# Each structure is followed by: MOR-DOR ag	MOR-DOR inv ag	Pemphigus Ab inh	PfHsp90 yeast 2	phage Ecoli inh	Tat export inh	E coli growth	AddAB inh	SUMO Mot1 rescue	PKA-R1A act	Arrestin-AP2 inh
O=C(NCc1ccco1)c1cccc(S(=O)(=O)N2CCCC2)c1
→ -2.1	11	106	-4	3.9	9	.	.	.	7	27
O=c1nc(N(c2ccccc2)c2ccccc2)[nH]c(=O)[nH]1
→ -1.0	5	94	.	2.8	2	-1.1	2.2	-1	2	6
CN(C)C(=O)CCC(=O)N(C)CC1CCCN(CCc2ccc(F)cc2)C1 (centres undefined)
→ -2.9	13	99	0	2.2	11	-0.9	3.7	3	-8	2
O=C(Oc1ccc(Cl)c2cccnc12)N1CCCCCC1
→ -1.3	7	102	-1	1.7	1	1.7	1.9	-13	-11	10
CC(C)(C)c1ccc(C(=O)NNC(=O)c2ccccc2Br)cc1
→ 1.6	-8	104	.	5.2	2	-0.1	-0.9	-4	-5	8
CCOC(=O)c1c(C)[nH]c(C(=O)NNC(=O)c2ccc(Br)cc2)c1C
→ 1.1	-4	93	18	0.3	-10	1.1	2.3	7	-9	11
c1nc(NC2CCCCC2)c2[nH]cnc2n1
→ -4.5	20	98	16	2.5	3	-2.2	2.2	-14	-5	9
Cc1ccc(S(=O)(=O)NCC2CCC(C(=O)NCc3cccs3)CC2)cc1 (centres undefined)
→ -1.5	8	92	-6	3.8	-6	1.4	3.4	0	-6	-15
COc1ccc(S(=O)(=O)NC(CCSC)C(=O)NC2CCCCC2)cc1 (centres undefined)
→ -1.1	5	111	.	3.0	1	0.5	0.7	55	2	27
CCn1c(-c2ccccc2Cl)nn(CC(=O)NCCc2ccccc2)c1=S
→ -1.9	12	97	24	3.9	2	-0.9	0.4	1	-1	-12
CCOc1cc(CNc2ncn[nH]2)ccc1OCC(=O)NC(C)(C)C
→ -2.6	13	114	.	1.3	-2	-0.1	0.2	-19	-11	27
O=C(COC(=O)c1cc(S(=O)(=O)N2CCOCC2)ccc1F)NCCc1ccc(F)cc1
→ 1.1	-4	.	-13	0.6	-4	0.8	-0.5	-8	-7	-5
O=C(c1cc([N+](=O)[O-])cc([N+](=O)[O-])c1)N(Cc1nnc(-c2ccccc2Cl)o1)C1CC1
→ 6.7	-32	109	.	-0.5	5	-1.3	-0.6	-9	-11	1
CC#CCN1c2ccccc2[C@]23C[C@@H](C(=O)OC)N(C(=O)NC(C)(C)C)C2=NC(C(=O)OC)=C(C(=O)OC)[C@H]13
→ -2.5	15	99	21	3.2	1	0.5	0.8	-20	6	-2
O=[N+]([O-])/C=C\c1ccc(N2CCOCC2)cc1
→ 0.2	-1	93	-8	0.7	-10	-0.3	1.3	15	-21	-8
C#CCOCCOCCOCCNc1nc(N2CCN(C(=O)[C@H](CCC(=O)O)n3cc(CN)nn3)CC2)nc(N2CCN(C(=O)[C@H](CCCN=C(N)N)n3cc(C(N)[C@@H](C)CC)nn3)CC2)n1 (some centres undefined)
→ 0.0	0	107	-8	2.2	-4	-2.5	1.3	-19	2	-1
O=C1CN(C(=O)c2c(F)cccc2F)C(c2ccc(F)cc2)c2cc(Br)ccc2N1 (centres undefined)
→ -0.9	4	89	12	2.9	-9	0.8	0.0	-8	3	11
CC1Oc2ccccc2C=C1C1/C(=C(/O)c2ccccc2)C(=O)C(=O)N1CCCN(C)C (centres undefined)
→ -2.4	13	104	17	3.6	0	1.9	-1.0	286*	4	-2
O=C(Nc1ccc2c(c1)CCC2)c1cc(S(=O)(=O)N2CCN(c3ccccc3)CC2)ccc1Cl
→ 0.0	0	95	-45	4.3	3	-1.5	-0.9	161	0	-5
Nc1nonc1-c1nc2ccccc2n1CCC(=O)O
→ -0.3	1	101	-9	-0.2	-4	-1.7	1.1	1	-8	6
CCOc1ccc(-c2nc(CS(=O)(=O)CC(=O)NCc3ccc(F)cc3)c(C)o2)cc1
→ 2.2	-13	97	-31	-0.1	5	-1.3	-3.6	13	0	-3
O=C(Cn1c(=O)oc2ccccc21)NC(=O)NCc1ccccc1
→ -3.5	19	108	-10	2.5	-1	1.2	2.4	16	7	3
COc1ccc(O)c(C(=O)c2cnn(C(=O)c3cccc(N(C)C)c3)c2)c1
→ 0.0	0	99	-31	3.5	10	4.3	0.5	229	16	-7
O=C(Nc1cccnc1)Nc1ccc2c(c1)OCO2
→ -4.1	18	98	33	1.9	2	-0.5	-1.4	5	-16	4
COc1cc(C)ccc1OCCOCCOc1ccc(C)cc1[N+](=O)[O-]
→ -2.0	10	.	1	3.7	1	1.5	2.7	-4	2	1
CCC(=O)N1c2ccc(S(=O)(=O)CCC(=O)N3CCn4c3nc3ccccc34)cc2CC1C (centres undefined)
→ .	.	111	16	2.1	8	-0.1	3.0	.	-4	7
O=C(CCCCCN1C(=O)c2ccccc2C1=O)Oc1ccc2c3c(c(=O)oc2c1)CCC3
→ -4.2	22	114	25	2.8	-1	0.1	-0.2	-7	-8	-4
O=C(C1CCN(S(=O)(=O)c2cccc3nsnc23)CC1)N1CC=C(c2ccccc2)CC1
→ -1.6	9	90	10	1.3	10	-1.9	0.9	9	-11	11
CCOc1cccc(NC(=O)C2CCCN(S(=O)(=O)c3ccc(OC)cc3)C2)c1 (centres undefined)
→ 3.9	-21	107	.	2.0	0	0.9	1.4	95	-7	-5
O=C(CCC(=O)NNC(=O)COc1ccc(Br)cc1)NCc1ccccc1
→ .	.	1.9*	3	3.3	3	-2.9	-0.8	4	.	47
Cc1nn(Cc2ccccc2Cl)c(C)c1C(=O)Nc1nnc(C2CC2)s1
→ 0.9	-4	102	-10	1.3	2	4.1	1.7	14	5	-5
COc1ccc([N+](=O)[O-])cc1NC(=O)C(C)OC(=O)CC1CCCC1 (centres undefined)
→ 1.4	-6	.	-15	3.7	6	2.5	2.0	-15	-12	-8
CC1CCCC(C)N1/N=C/c1ccc([N+](=O)[O-])cc1 (centres undefined)
→ -1.9	9	312	10	1.6	14	0.5	0.2	11	-15	2
CC(=O)Oc1ccc(OC(C)=O)c(S(=O)(=O)c2ccc(C)c(C)c2)c1
→ 0.0	0	94	-7	2.0	-8	0.3	-1.7	-5	1	0
C[C@]12CC[C@@H]3c4ccc(OC(=O)c5ccccc5)cc4CC[C@H]3[C@@H]1CC[C@@H]2O
→ -0.6	4	97	-30	-0.2	0	-2.5	-4.1	-3	-7	17
COc1ccc(CC(=O)N[C@@H](CCSC)c2nc3ccccc3[nH]2)cc1
→ .	.	99	7	2.9	-1	-0.1	1.9	7	.	-4
CCC(Oc1ccccc1)C(=O)Nc1ncc([N+](=O)[O-])s1 (centres undefined)
→ -1.9	10	97	-42	6.3	-3	2.0	-0.1	-17	6	9
O=C(CN1C(=O)NC2(CCCCC2)C1=O)NCCc1ccccc1
→ 1.0	-4	98	.	0.7	-2	-0.4	-1.7	7	0	31
CC1(C)CC(c2nc(-c3ccc([N+](=O)[O-])cc3)cs2)CCO1 (centres undefined)
→ 4.0	-22	98	-111	5.0	2	-2.0	-1.1	5	3	-7
Cc1cccc(NC(=S)N2CCN(Cc3ccc4c(c3)OCO4)CC2)c1C
→ 0.6	-3	105	9	2.8	-5	0.9	1.5	.	-9	3
CC1CN(S(=O)(=O)c2cccc(-c3csc(-c4ccccc4)n3)c2)CC(C)O1 (centres undefined)
→ -1.6	9	.	-8	0.1	3	-0.9	0.8	2	-18	3
CC(C)(C)c1ccc(C(=O)N/C(=C\c2cccc([N+](=O)[O-])c2)C(=O)Nc2cccc(C(=O)O)c2)cc1
→ -0.5	2	103	-2	4.2	-2	-1.9	2.3	-16	1	38
CCOC(=O)N1CCN(CC(O)c2ccc3c(c2)CCN3)CC1 (centres undefined)
→ 1.2	-7	107	-5	1.8	-5	-2.5	3.1	-16	-1	17
Cn1ncc(-c2ccno2)c1C(=O)O
→ -2.1	11	99	35	3.7	-3	-0.6	1.7	4	-3	15
O=C(CN1C(=O)S/C(=C\C=C\c2ccccc2)C1=O)Nc1ccc(O)cc1
→ -3.5	19	119	6	0.9	-2	-2.1	0.8	-2	1	19
Cc1ccc2nc(Cl)c(/C=N/NC(=O)c3ccccc3O)cc2c1
→ -1.1	5	105	-9	2.8	-10	-1.6	4.4	1	-7	-9
COC(=O)c1c(-c2cccc(C)c2)csc1NC(=O)C1CCCO1 (centres undefined)
→ 9.1	-42	91	-20	-0.1	0	2.7	1.4	20	-6	5
CS(=O)(=O)N(CC(=O)N1CCN(C(c2ccccc2)c2ccccc2)CC1)C1CCCCC1
→ 6.9	-36	97	.	2.3	7	-0.1	3.6	2	-7	1
COc1ccc(/C=C/c2ccncc2)c2ccccc12
→ 2.6	-15	142	16	.	6	0.4	0.6	99	-6	-5
Cc1ccc(OCCCC(=O)Nc2ccc3c(c2)OCO3)cc1
→ 1.3	-8	97	-6	2.2	2	-0.2	2.1	8	-3	1
CN(C(=O)COC(=O)c1cc2ccccc2cc1O)C1CCCCC1
→ 3.0	-12	.	3	1.8	1	-1.3	2.1	25	0	-14
CC(=O)Nc1nc(-c2ccc([N+](=O)[O-])cc2)cs1
→ 3.4	-18	99	25	3.2	-6	1.9	3.8	-1	-1	4
CCC(C)(C)NC(=O)CN(C(=O)c1csnn1)c1ccccc1-c1ccccc1
→ -2.4	13	95	0	4.1	-9	1.1	2.2	226	-7	-3
COc1c(C)cc(S(=O)(=O)NCc2ccco2)c(C)c1C
→ 1.0	-6	100	-11	2.1	4	-0.8	-0.1	-13	7	6
C=CCN1N=C(c2ccc(NC(=O)c3ccccc3)cc2)CSC1=O
→ 55*	-285	99	-3	2.7	-4	-0.5	2.2	-3	-1	-4
CC1CC(C)CN(C(=O)COC(=O)c2nccnc2N)C1 (centres undefined)
→ -1.6	6	104	-4	1.5	-7	-0.3	1.3	-7	10	63*
CC1=CC2C(C3C=CC2(C)C(=O)C3(C)O)C(C)(O)C1=O (centres undefined)
→ -3.4	17	98	.	8.3	1	.	.	.	3	0

# Source: PubChem (several laboratories)
